# OXTR potentiator: human OXTR potentiators, primary screen, fluorescence, CHO-OTR cells, Fluo-8 calcium; Fluo-8 calcium fluorescence, potentiator mode; 0% = oxytocin EC15, 100% = EC100; activation, % at 3 µM; actives 0.061% (n = 320,000); AID 2445, 2010;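 active = activation above that plate's cutoff, the mean activation of tested compounds plus 3 SD, cut at about 6.6% in these data, passing the limit was not always enough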;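 note: 100% uses oxytocin at 75 nM as the full agonist control; some results filed as inactive read as strong as hits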
#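 Material: CHO-OTR cells, human receptor; compound dosing: single dose, 3.0 µM nominal final compound concentration; schedule: 6 min compound pre-incubation at room temperature, 100 s kinetic read; measured by: kinetic Fluo-8 calcium fluorescence; read-out basis: % activation vs EC15 and EC100 oxytocin; controls: EC15 oxytocin alone as 0%, 75 nM oxytocin as 100%; replicates: singlicate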
# CHO-K1 Ca PAM: nonselective calcium activators in parental CHO-K1 cells, primary screen, counter-screen for M1 PAM project, cell-based, Fluo-8 calcium fluorescence, full deck, 1536-well | ATP EC20; 0% at ATP EC20, 100% at ATP max | activation, % at 3 µM | actives 0.02% (n = 360,000) | AID 602247, 2012;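 active = activation above the run cutoff, the mean activation of all test compounds plus 3 SD, cut at about 40% in these data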;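 note: peak over basal fluorescence ratio in a 140 s read after ATP addition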
# CHO-K1 Ca antag: M1 antagonist counterscreen hit in parental CHO-K1 cells; AID 602250; actives 0.6% (n = 360,000); ATP-induced calcium, Fluo-8 fluorescence; inhibition, % at 3 µM;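 active = inhibition above a per-plate cutoff, the plate's mean sample inhibition plus 3 SD, cut at about 24% in these data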;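 note: 0% = DMSO plus EC80 ATP and 100% = DMSO alone without ATP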
# M1 ag: human M1 muscarinic receptor agonists, primary screen, Fluo-8 calcium fluorescence, CHO-K1 cells, HTS | Muscarinic acetylcholine receptor M1 (Homo sapiens), P11229 | CHO-K1 hM1, agonist mode; 0% DMSO, 100% acetylcholine EC100 | activation, % at 3 µM | actives 0.33% (n = 360,000);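 active = activation above the run's mean compound activation plus 3 SD, cut at about 16% in these data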;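 note: peak over basal fluorescence ratio within a 140 s kinetic read after compound addition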
# Target sequence (P11229 whole entry, looked up): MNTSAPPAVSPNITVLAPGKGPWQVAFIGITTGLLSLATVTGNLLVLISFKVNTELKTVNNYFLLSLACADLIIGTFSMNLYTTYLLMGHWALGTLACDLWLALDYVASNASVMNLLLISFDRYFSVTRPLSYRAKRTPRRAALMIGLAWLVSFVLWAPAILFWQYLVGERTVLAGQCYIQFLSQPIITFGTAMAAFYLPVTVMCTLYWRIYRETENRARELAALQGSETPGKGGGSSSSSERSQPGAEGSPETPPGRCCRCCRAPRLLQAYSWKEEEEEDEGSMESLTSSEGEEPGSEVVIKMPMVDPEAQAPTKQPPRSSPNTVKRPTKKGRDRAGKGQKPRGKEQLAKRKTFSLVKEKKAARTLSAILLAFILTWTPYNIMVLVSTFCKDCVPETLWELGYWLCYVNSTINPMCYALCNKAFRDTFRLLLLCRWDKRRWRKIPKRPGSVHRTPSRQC
# M1 antag: human M1 muscarinic receptor antagonists, primary screen, CHO-K1 cells, Fluo-8 calcium fluorescence, 1536-well; Muscarinic acetylcholine receptor M1 (Homo sapiens), P11229; CHO-K1 hM1, ACh EC80 antagonist; inhibition, % at 3 µM; actives 1.3% (n = 360,000); AID 588852, 2011;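 active = percent inhibition above its own plate's cutoff, namely the mean of that plate's compound wells plus 3 SD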;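 note: peak over basal fluorescence ratio during 140 s after agonist addition; 0% = ACh EC80 plus DMSO and 100% = DMSO alone without agonist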
# CHO parental Ca: ATP-evoked calcium signal inhibitors, parental CHO, primary screen, counter-screen for OX1R antagonist project, cell-based, fluorescence, Fluo-8 calcium dye; actives 0.63% (n = 330,000); AID 463079, 2010; parental CHO-K1, ATP-induced calcium, Fluo-8 fluorescence; inhibition, % at 5.6 µM;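 active = inhibition above that plate's mean sample inhibition plus 3 SD, cut at about 26% in these data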;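 note: 0% = ATP-challenged DMSO wells and 100% = DMSO wells without ATP; some compounds past the cut are filed as inactive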
#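 test system = CHO parental line | reagent = ATP stimulus | measured by = intracellular calcium via Fluo-8 no-wash fluorescent dye | control set = ATP and no-ATP DMSO wells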
# M1 ag parental: counter-screen for M1 agonists: effect in parental CHO-K1 cells; actives 0.48% (n = 360,000); Fluo-8 calcium fluorescence; scaled to maximal ATP response, vehicle zero; AID 602248, 2012; activation, % at 3 µM; in the data active = activation above about 15%;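 note: untransfected CHO-K1 host cells lacking M1 receptor as counterscreen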
# TAAR1 antag: human TAAR1 antagonists, primary screen, Fluo-8 calcium fluorescence, CHO RD-HGA16 cells | actives 1.5% (n = 360,000) | Trace amine-associated receptor 1 (Homo sapiens), Q96RJ0 | inhibition, % at 3 µM | AID 624466, 2012 | antagonist;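 active = inhibition above a per-plate cutoff, the mean inhibition of test compounds on that plate plus 3 SD, cut at about 49% in these data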;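 note: 0% = DMSO plus EC80 beta-PEA response and 100% = DMSO alone without agonist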
# Target sequence (Q96RJ0 whole entry, looked up): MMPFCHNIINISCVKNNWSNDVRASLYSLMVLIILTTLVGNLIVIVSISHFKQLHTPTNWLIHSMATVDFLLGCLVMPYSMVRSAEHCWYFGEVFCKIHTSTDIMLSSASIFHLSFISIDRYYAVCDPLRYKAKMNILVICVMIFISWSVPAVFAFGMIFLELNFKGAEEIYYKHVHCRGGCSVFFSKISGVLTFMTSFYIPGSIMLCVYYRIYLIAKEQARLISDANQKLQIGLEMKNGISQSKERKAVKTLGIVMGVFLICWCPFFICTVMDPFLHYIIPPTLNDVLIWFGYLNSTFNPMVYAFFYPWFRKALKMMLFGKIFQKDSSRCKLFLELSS
#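 Test system – hTAAR1-expressing CHO RD-HGA16 cells, Gα16-coupled · Reagent – β-PEA at EC80 concentration, post-compound challenge · Compound dosing – 3 µM, single point · Timing – 140 s kinetic read after compound, 140 s after agonist · Detection – Fluo-8 intracellular calcium dye fluorescence, real-time kinetic reads · Control set – DMSO and EC80 PEA controls · Repeats – n of 1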
# TAAR1 agonist: human TAAR1 agonists, primary screen, Fluo-8 calcium fluorescence, CHO RD-HGA16 cells. Trace amine-associated receptor 1 (Homo sapiens), Q96RJ0. vehicle wells 0%, saturating PEA agonist 100%. activation, % at 3 µM. actives 0.99% (n = 360,000). AID 624467, 2012;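 active = activation above the mean activation of all test compounds in the run plus 3 SD, cut at about 38% in these data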
#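 Assay system: CHO-derived RD-HGA16 cells with stable Gα16 and human TAAR1; timing: 17-24 h seeding, 75 min 37 °C dye, 30 min RT; read-out: % activation from peak over basal fluorescence ratio, DMSO-to-PEA scaled; measured by: kinetic Fluo-8 calcium fluorescence; benchmarks: low control DMSO, high control PEA (EC100); doses: 3 µM single concentration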
# Starred values were filed as active, the others as inactive; . = no result given.
SMILES,OXTR potentiator,CHO-K1 Ca PAM,CHO-K1 Ca antag,M1 ag,M1 antag,CHO parental Ca,M1 ag parental,TAAR1 antag,TAAR1 agonist
COc1cc(OC)cc(-c2sc3ccc(OC)cc3c2C#CC2(N)CCCCC2)c1,4,-7,-5,3,14,0,1.4,9,30
COc1ccccc1CN(C)C(=O)c1cc(S(=O)(=O)N2CCCCCC2)ccc1OC,.,18,-16,-2,-18,.,6.1,-2,6
CCCN(CC1CC1)C(=S)NC(=O)c1ccccc1Br,3,4,-18,-7,2,-15,-0.3,-5,0
O=C(CSc1n[nH]c(C2CCCC2)n1)NC1CCCC1,-8,8,3,-4,-6,0,0.1,8,8
CCn1cc(C(=O)NCc2ccco2)c(=O)c2cc(F)c(N3CCN(C(=O)c4ccco4)CC3)cc21,-12,20,-10,-3,-4,-16,2.5,5,13
CC(=O)N1CCN(c2ccc(NC(=O)COc3ccc(Cl)cc3Cl)cc2)CC1,-21,-4,-6,1,-2,-16,4.9,21,14
COc1cccc(OC2(C)CCN(Cc3ccc(-c4ccccn4)cc3)C2)c1 (stereo not drawn),.,-1,-1,-8,19,.,1.8,-15,2
Cc1ccc(C(=O)NCc2ccc3c(c2)OCO3)cc1S(=O)(=O)N1CCOCC1,5,10,-7,-5,10,-16,1.3,1,4
COc1ccc(NC(=O)N2CCCC(CNS(=O)(=O)c3cccs3)C2)c(C)c1 (stereo not drawn),-1,0,-9,-16,-2,-6,-0.4,8,1
CN(C)Cc1n[nH]c(=O)c2ccccc12,-9,-12,13,-5,2,-7,-0.1,15,2
COc1ccccc1CNC(=O)CN(c1cccc([N+](=O)[O-])c1)S(C)(=O)=O,-1,15,-9,-10,-2,-10,1.3,9,6
CN(C)CCNc1ncnc2oc(-c3ccccc3)c(-c3ccccc3)c12,.,9,8,-7,10,.,16*,-5,-2
Clc1ccc(-c2nc3ccc(Br)cn3c2Cc2cccc(Cl)c2)cc1,.,-3,-9,-4,-17,.,0.2,14,-1
Cc1ccc(-n2nnc(-c3nccs3)n2)cc1,-5,15,-4,-8,-6,-15,0.2,-2,9
Cc1cccnc1NC(=O)c1cc2ccccc2oc1=O,0,-20,12,-2,17,-7,0.1,1,1
CSc1cccc(CN2CCCC(CNC(=O)c3ccco3)C2)c1 (stereo not drawn),-4,13,-16,-6,22,-22,1.6,0,-1
COc1ccc2c(C)nc(Nc3nc(-c4ccccc4)cc(=O)[nH]3)nc2c1,2,15,-18,-3,-6,-9,0.4,9,2
Cc1cc(OCCOCCN(C)C)ccc1Cl,4,30,-13,-5,-6,-4,1.1,6,2
O=C(NC(=S)NCCC1=CCCCC1)c1cncc(Br)c1,-7,13,-8,-8,-4,-36,16*,2,1
CCOC(=O)C1(CCc2ccccc2)CCN(C(=O)CCn2cncn2)CC1,-19,-9,1,-4,-1,-18,0.4,8,0
O=C1NC(=O)C2(CCCCCC2)N1,.,-20,2,-1,6,.,-0.6,-6,1
Cc1sc2nc(CN(Cc3cccs3)C(=O)C3CC3)[nH]c(=O)c2c1C,-11,-1,-1,-2,-15,-25,1.0,8,4
CCn1ncc(/C=N/NC(=O)c2cc(Cl)ccc2OC)c1C,-5,-2,-11,-4,7,1,0.5,7,0
COc1ccc2c(c1)OC[C@H]1[C@H]2N2C(=O)CN(Cc3ccc(F)cc3)C(=O)[C@@]2(C)[C@H]1c1ccccc1,-2,-1,-13,-4,-5,-19,0.3,13,1
COc1ccc(-c2coc3cc(O)cc(O)c3c2=O)cc1,-3,26,-6,-1,-21,2,2.1,-18,-1
Cc1cccc2c1NC(=O)C2(O)N1CCCC(C)C1 (stereo not drawn),-5,21,-10,-3,-20,-7,0.9,-15,0
O=C(N/N=C/c1cc([N+](=O)[O-])ccc1O)c1cccc(NC(=O)c2cccc(Cl)c2)c1,-6,14,-16,-2,-10,7,0.6,-8,3

# Part of the list above, showing only TAAR1 antag and CHO parental Ca.
SMILES | TAAR1 antag | CHO parental Ca
O=C1NC(=O)C2(CCCCCC2)N1 | -6 | .
CCn1cc(C(=O)NCc2ccco2)c(=O)c2cc(F)c(N3CCN(C(=O)c4ccco4)CC3)cc21 | 5 | -16

# Grouped by structure: the entries above containing a halogen
SMILES,OXTR potentiator,CHO-K1 Ca PAM,CHO-K1 Ca antag,M1 ag,M1 antag,CHO parental Ca,M1 ag parental,TAAR1 antag,TAAR1 agonist
CCCN(CC1CC1)C(=S)NC(=O)c1ccccc1Br,3,4,-18,-7,2,-15,-0.3,-5,0
CCn1cc(C(=O)NCc2ccco2)c(=O)c2cc(F)c(N3CCN(C(=O)c4ccco4)CC3)cc21,-12,20,-10,-3,-4,-16,2.5,5,13
CC(=O)N1CCN(c2ccc(NC(=O)COc3ccc(Cl)cc3Cl)cc2)CC1,-21,-4,-6,1,-2,-16,4.9,21,14
Clc1ccc(-c2nc3ccc(Br)cn3c2Cc2cccc(Cl)c2)cc1,.,-3,-9,-4,-17,.,0.2,14,-1
Cc1cc(OCCOCCN(C)C)ccc1Cl,4,30,-13,-5,-6,-4,1.1,6,2
O=C(NC(=S)NCCC1=CCCCC1)c1cncc(Br)c1,-7,13,-8,-8,-4,-36,16*,2,1
CCn1ncc(/C=N/NC(=O)c2cc(Cl)ccc2OC)c1C,-5,-2,-11,-4,7,1,0.5,7,0
COc1ccc2c(c1)OC[C@H]1[C@H]2N2C(=O)CN(Cc3ccc(F)cc3)C(=O)[C@@]2(C)[C@H]1c1ccccc1,-2,-1,-13,-4,-5,-19,0.3,13,1
O=C(N/N=C/c1cc([N+](=O)[O-])ccc1O)c1cccc(NC(=O)c2cccc(Cl)c2)c1,-6,14,-16,-2,-10,7,0.6,-8,3

# Screening data: PubChem, The Scripps Research Institute Molecular Screening Center
